# Screening data deposited in PubChem by The Scripps Research Institute Molecular Screening Center.
# Tn7 DDE FP: disrupts Tn7 cyclic peptide binding to fibrin D-Dimer-E complex | P02675 | FP displacement of FITC-Tn7 peptide from fibrin DD(E); 0% = median of compound wells per plate | inhibition, % at 8.3 µM | hit rate 0.13% among 370,000;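 active = inhibition above the mean of compounds falling within the control limits plus 3 SD of them, cut at about 14% in these data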;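 note: 0% = plate median of compound wells and 100% = 10 µM Aha-Tn7 peptide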
#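 system = human fibrin DD(E) protein | quantity = DD(E) 2 µM final | medium = Tris/NaCl/CaCl2 buffer, pH 7.8 | also added = labelled Tn7 tracer, 0.1 µM | compound dosing = single point at 8.3 µM | timing = compound with protein 10 min, then 3 h after probe, room temperature | signal = FP measurement | benchmarks = Aha-Tn7 high control | repeats = one replicate per compound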
# TCR CD3 inh: inhibitors of human TCR-CD3 interaction | TAMRA-labeled TCR probe fluorescence, biochemical | inhibition, % at 9.4 µM | hit rate 0.37% among 360,000; in the data active = inhibition above about 19%;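 note: recombinant mutant TCR 2C K166C tagged with TAMRA read by polarization; 0% = receptor in buffer alone and 100% = receptor with positive control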
# PG9 binder: small molecules binding HIV-1 gp120 antibody PG9; inhibition, % at 6.7 µM; TR-FRET gp120-PG9 antibody binding; AID 624416; hit rate 0.43% among 360,000; in the data active = inhibition above about 8.5%
# mABHD4 FP: ABHD4 (mouse) inhibition, primary FP screen. purified mABHD4, FP-Rh probe fluorescence polarization. inhibition, % at 8.92 µM. hit rate 0.54% among 370,000. AID 720543;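 active = inhibition exceeding the mean over every tested compound plus 3 SD, cut at about 30% in these data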;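 note: 0% = plate median of compound wells and 100% = S159A mutant with DMSO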
# Target sequence (Q8VD66 whole entry, looked up): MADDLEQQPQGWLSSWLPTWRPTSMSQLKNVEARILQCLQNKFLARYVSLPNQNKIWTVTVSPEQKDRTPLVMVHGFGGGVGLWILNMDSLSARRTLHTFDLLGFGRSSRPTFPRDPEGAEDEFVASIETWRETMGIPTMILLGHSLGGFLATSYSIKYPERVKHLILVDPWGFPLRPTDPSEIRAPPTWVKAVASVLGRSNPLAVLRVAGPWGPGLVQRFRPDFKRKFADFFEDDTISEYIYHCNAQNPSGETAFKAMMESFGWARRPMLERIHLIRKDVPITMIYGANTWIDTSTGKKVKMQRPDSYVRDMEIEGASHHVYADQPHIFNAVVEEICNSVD
#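 assay system = mABHD4 protein | compound dosing = single nominal dose of 8.92 µM, 0.89% DMSO final | read-out basis = percent inhibition of probe binding, normalized to plate controls | schedule = Enzyme–compound pre-incubation 45 min, then probe 60 min, both 25 °C | detection = fluorescence polarization, excitation 525 nm, emission 598 nm, BODIPY TMR filters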
# PRMT1 inh: blocks human protein arginine methyltransferase 1. recombinant PRMT1, activity-based probe fluorescence polarization. hit rate 1.3% among 370,000. Q99873. inhibition, % at 2.79 µM;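 active = inhibition above about 21% made by adding two undisclosed values, limit read from the data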
# LEDGF integ inh: blocks HIV-1 LEDGF/p75-dependent DNA integration; TR-FRET IN-LEDGF/p75 DNA integration, Eu/Cy5; inhibition, % at 3.7 µM; hit rate 0.64% among 370,000;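 active = inhibition above the screen-wide mean plus 3 SD, cut at about 13% in these data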;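 note: signal is the Cy5 over europium emission ratio at 671 and 618 nm; 0% = plate median of compound wells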
# TDP2 inh: blocks human TDP2 phosphodiesterase activity | O95551 | recombinant TDP2, T5PNP hydrolysis, p-nitrophenol absorbance 415 nm | inhibition, % at 12.8 µM | hit rate 0.34% among 370,000;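 active = inhibition above the mean of all tested compounds plus 3 SD, set per campaign, cut at about 25% in these data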;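 note: 0% = DMSO with enzyme and 100% = buffer with substrate but no TDP2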
#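 Assay system: Recombinant human TDP2 | Quantity: 120 nM TDP2 per well | Incubation: 2 h at 37 °C | Signal: Epi absorbance | Evaluation: Percent inhibition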
# HTRA1 inhibitor: inhibitors of human serine peptidase HTRA1; recombinant HTRA1, FP-rhodamine activity-based probe, fluorescence polarization; inhibition, % at 5.96 µM; hit rate 0.5% among 340,000; in the data active = inhibition above about 36%;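 note: 0% = enzyme with DMSO and 100% = wells lacking enzyme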
# SIAE inh: inhibitors of human sialic acid acetylesterase SIAE; hit rate 0.69% among 370,000; AID 1053197; inhibition, % at 9.66 µM; SIAE FP-Rh probe binding, fluorescence polarization;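 active = inhibition above a cutoff: mean of compounds within the control limits plus 3 SD of those, cut at about 17% in these data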;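 note: 0% = plate median of compound wells and 100% = probe without SIAE protein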
# Target sequence (Q9HAT2 whole entry, looked up): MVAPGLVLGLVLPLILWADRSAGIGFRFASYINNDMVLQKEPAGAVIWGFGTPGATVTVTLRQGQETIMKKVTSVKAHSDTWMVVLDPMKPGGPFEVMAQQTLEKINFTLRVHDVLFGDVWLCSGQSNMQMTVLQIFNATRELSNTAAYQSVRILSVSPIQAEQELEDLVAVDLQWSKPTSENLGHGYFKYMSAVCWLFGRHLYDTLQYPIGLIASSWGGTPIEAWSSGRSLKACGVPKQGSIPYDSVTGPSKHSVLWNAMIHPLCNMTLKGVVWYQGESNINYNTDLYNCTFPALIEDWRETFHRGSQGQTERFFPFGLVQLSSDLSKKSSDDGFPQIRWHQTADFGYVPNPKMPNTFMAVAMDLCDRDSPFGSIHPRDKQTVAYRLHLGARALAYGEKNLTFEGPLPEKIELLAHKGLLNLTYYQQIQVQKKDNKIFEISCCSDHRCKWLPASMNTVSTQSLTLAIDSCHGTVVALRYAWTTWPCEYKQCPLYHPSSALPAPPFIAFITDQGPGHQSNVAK
# UHRF1 MBD2 ctr: human UHRF1 methylated DNA binding inhibitors. UHRF1 binding to methylated oligo, TR-FRET. inhibition, % at 4.4 µM. hit rate 0.75% among 370,000. AID 687016; in the data active = inhibition above about 21%;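 note: UHRF1 SRA domain binding a hemimethylated CpG hairpin DNA probe; 0% = median of test compound wells and 100% = reference inhibitor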
# Active calls of the source: *; / = not tested or not shown.
SMILES,Tn7 DDE FP,TCR CD3 inh,PG9 binder,mABHD4 FP,PRMT1 inh,LEDGF integ inh,TDP2 inh,HTRA1 inhibitor,SIAE inh,UHRF1 MBD2 ctr
CC(C)(C)C1CCN2CCCC(c3ccc([N+](=O)[O-])cc3)(C1)C21OCCO1 (centres undefined),-2,2,1.5,2,-4,-4,6,/,0,15
CCCCCCCn1c(NC(=O)CC)nc2ccccc21,-1,0,-1.0,7,-1,23*,5,-2,9,-1
CCOC(=O)c1c(C)[nH]c(C(=O)OCC(=O)Nc2ccc(Cl)cn2)c1C,3,1,3.0,6,1,-3,0,4,-7,-2
COc1ccc(CCNC(=O)C(=O)NCC2CCCO2)cc1 (centres undefined),8,1,-0.3,-4,-3,2,-2,2,2,5
CN(C)S(=O)(=O)c1ccc2nnn(O)c2c1,-1,-2,-1.3,3,-3,4,1,5,0,5
CCOc1c(Cl)cc(C(=O)Nc2ccccc2C(=O)O)cc1Cl,5,9,-0.1,-15,1,-3,-14,-46,-33,1
CC(C)Cn1c(O)c(N=NC(=O)c2cccc(S(=O)(=O)N3CCCCC3)c2)c2ccccc21,-7,-1,-2.7,0,0,0,4,2,-4,0
CCN(CC(=O)NCc1ccc(F)cc1)C(=O)CN1CCN(c2ccc(OC)cc2)CC1,0,4,0.7,19,-2,4,22,4,1,2
O=C(CN(CC1CCCO1)C(=O)CNS(=O)(=O)c1ccccc1)NCc1ccco1 (centres undefined),-5,2,0.9,-2,-1,-4,-1,4,-3,-3
Cc1ccn2c(=O)nc(SCC(=O)OCc3ccccc3)nc2c1,-9,-3,-2.0,7,6,-2,2,-2,1,-1

# Three consecutive records out of the list so far, quoted:
SMILES,Tn7 DDE FP,TCR CD3 inh,PG9 binder,mABHD4 FP,PRMT1 inh,LEDGF integ inh,TDP2 inh,HTRA1 inhibitor,SIAE inh,UHRF1 MBD2 ctr
CCN(CC(=O)NCc1ccc(F)cc1)C(=O)CN1CCN(c2ccc(OC)cc2)CC1,0,4,0.7,19,-2,4,22,4,1,2
O=C(CN(CC1CCCO1)C(=O)CNS(=O)(=O)c1ccccc1)NCc1ccco1 (centres undefined),-5,2,0.9,-2,-1,-4,-1,4,-3,-3
Cc1ccn2c(=O)nc(SCC(=O)OCc3ccccc3)nc2c1,-9,-3,-2.0,7,6,-2,2,-2,1,-1

# Continuation:
SMILES,Tn7 DDE FP,TCR CD3 inh,PG9 binder,mABHD4 FP,PRMT1 inh,LEDGF integ inh,TDP2 inh,HTRA1 inhibitor,SIAE inh,UHRF1 MBD2 ctr
CCOC(=O)N1CCC(N(CCOC)C(=O)Nc2ccc(Cl)c(Cl)c2)CC1,13,-3,-0.7,-1,2,-2,-4,-15,3,3
CC1CCCCC1NC(=O)C1CCN(S(=O)(=O)N2CCC3(CC2)OCCO3)CC1 (centres undefined),5,-4,1.1,-7,0,2,-6,-7,-1,5
CCOC(=O)N1CCC(N2CCN(Cc3ccc(C)o3)C(CCO)C2)CC1 (centres undefined),0,-6,-0.6,0,3,-4,10,-1,0,-2
CN(C)CCN(C(=O)c1ccc2ccccc2c1)c1nc2ccc(Br)cc2s1,-2,5,1.9,-4,-7,7,-10,-3,2,-1
CCc1ccc(NC(=O)Cn2nnc(C(=O)NCc3cccs3)c2N)cc1,2,12,-0.4,0,-4,-7,-6,-5,-1,1
O=S1(=O)CC(N2CCN(c3ccccn3)CC2)CN1C1CCCCC1 (centres undefined),-4,-4,1.8,11,3,-2,-5,/,-1,4
Cc1ccc(-c2nnc(SCC(=O)N/N=C/c3c(C)nn(-c4ccccc4)c3C)n2-c2ccccc2)cc1,3,3,-3.2,2,-1,-6,-1,-10,-16,1
COc1ccc(C2CCCN2C(=O)Nc2ccccc2)cc1OC (centres undefined),-1,-3,13*,1,0,1,4,-1,12,-2
Cc1nc2c(=O)oc3ccccc3c2n1-c1ccccc1,9,5,0.9,6,0,0,1,-5,-7,0
Cc1cccc(NC(=O)c2ccc(OCc3c(C)noc3C)cc2)n1,-2,4,-1.4,-2,-4,1,-4,-7,1,2
CCN(Cc1ccccc1)C(c1ccccn1)c1nnnn1C1CCCCC1 (centres undefined),3,9,1.5,2,-1,1,10,-1,2,0
CC(=O)Nc1ccc(NC(=O)C(C)OC(=O)C23CC4CC(CC(Cl)(C4)C2)C3)cc1 (centres undefined),-2,0,2.2,4,3,0,4,-10,-2,0
COc1ccc(CCNC(=O)CS(=O)(=O)Cc2nc(-c3ccc(C)cc3)oc2C)cc1OC,0,-7,0.3,-3,3,-3,11,2,5,-1
O=C(CSc1nnnn1-c1ccccc1)Nc1ncc(Cc2ccccc2Cl)s1,0,6,-3.0,5,0,1,-2,-6,-8,1
CC(=O)c1c(C)[nH]c(C(=O)OC(C)C(=O)Nc2cc(S(=O)(=O)N3CCCCC3)ccc2Cl)c1C (centres undefined),-2,8,4.3,3,0,-1,0,-7,-3,0
Cc1ccc(-c2nn(-c3ccccc3)cc2CO)o1,4,1,-0.6,0,25*,15*,8,-10,-5,0
FC(F)(F)C1=Nc2cccc3cccc(c23)N1,3,31*,0.4,4,6,79*,6,39*,56*,54*
CC1(C)OC(=O)C(=NNc2ccc(Br)cc2)C(=O)O1,-7,0,0.4,2,-4,3,0,5,-6,-3
CCOc1ccc(NC(=O)CCS(=O)(=O)c2ccc3c(c2)CCCN3C(=O)CC)cc1,-6,7,-0.4,1,-2,2,4,-1,0,-4
CCCC1CCC2(CC1)CCC2OC(=S)Nc1cccc(Cl)c1 (centres undefined),-1,/,/,-14,0,3,-6,/,6,2
Cc1cccc(C)c1OCCSc1nc2ccccc2n1CC(=O)O,-7,5,0.4,-2,-2,5,-4,0,2,-4
O=C(O)CNc1nc(-c2ccccc2)nc2ccccc12,-1,0,-0.8,9,0,-1,-3,0,-1,1
Nc1nonc1-n1nnc(C(=O)N/N=C/c2cccs2)c1-c1ccc2c(c1)OCO2,-4,4,-0.2,-5,5,-1,-19,-10,-1,5
COc1ccc(NC(=O)C2(N(CC(C)C)C(=O)Cn3nnnc3N)CCCCC2)cc1,-6,3,-1.0,1,1,2,-4,4,-3,0
COc1ccc2c(CC(=O)OCC(=O)Nc3ccccc3[N+](=O)[O-])coc2c1,9,-2,-2.1,-2,2,-4,8,-17,4,-1
N#CCCn1cc(C(=O)NCc2ccccc2)c(-c2cccs2)n1,-4,8,-0.9,-5,-3,2,12,-4,-2,-1
Cc1c(Cl)cccc1NC(=O)CCN1C(=O)C2CC=CCC2C1=O (centres undefined),-1,3,-2.2,-6,-1,2,3,10,0,1
O=C(N[C@@H](Cc1ccccc1)C(=O)NCP(=O)(O)OC(Cc1ccccc1)C(=O)O)OCc1ccccc1 (some centres undefined),-1,/,/,1,5,1,6,/,1,1
CCN(CC(=O)Nc1ccc(NC(C)=O)cc1)C(=O)c1ccccc1SCc1c(C)noc1C,3,-5,0.4,-7,9,13,-2,-1,-8,2
O=C(c1cc(Cl)ccc1Cl)N1CCc2ccccc21,10,1,-2.3,-2,-3,-3,-12,3,-11,0
COCCN(C(=O)C(C)N1C(=O)c2ccccc2C1=O)c1c(N)n(CC(C)C)c(=O)[nH]c1=O (centres undefined),-1,5,0.7,2,2,2,7,-1,-1,-1
O=C1c2ccccc2C(=O)C1c1ccc(Br)cc1,0,1,-0.5,5,0,4,-4,-11,1,-1
CC(C)NS(=O)(=O)c1ccc(OCC(=O)N2CCN(c3ccccc3)CC2)cc1,2,1,-0.8,1,-3,4,-1,-9,-1,1
O=C(Cn1ccn(-c2ccc(F)c(F)c2)c(=O)c1=O)NCCc1ccccc1,4,-1,-2.5,12,8,13,13,3,-1,1
CC(C)(C)CC(C)(C)N1CNC(=S)NC1,2,-6,1.2,-10,16,7,-3,9,7,3
CC1(C)OC(=O)C(=NNc2ccccc2[N+](=O)[O-])C(=O)O1,3,-1,0.2,-7,12,-3,-24,20,-6,5
Oc1c(Br)cc(Br)cc1C=Nc1cccnc1,-4,5,-1.9,8,7,3,8,7,-2,-6
COCCn1c(SCC(=O)Nc2ccccc2)nnc1-c1ccoc1C,-5,-1,0.7,7,1,-6,3,1,0,0
CN1CCCCC(NC(=O)CSc2ccccc2)C1=O (centres undefined),-1,1,-2.0,-1,0,-2,3,/,-1,-1
OC1(c2cccc(F)c2)CCN(Cc2ccncc2)CC1,-5,-3,2.3,-4,1,1,-3,-4,-3,1
CC(=O)Oc1ccc(C(=O)Nc2ccccc2C(=O)N2CCCCC2)cc1,3,0,0.5,5,3,2,7,4,0,1
CCOC(=O)CNS(=O)(=O)c1ccc(S(=O)(=O)NC2CC2)cc1,-4,-2,-1.4,4,-4,-5,4,-1,-2,2
Cc1onc(-c2ccccc2Cl)c1C(=O)NCc1ccccn1,13,-2,-3.0,-3,5,1,-9,-2,9,1
Cc1cc(C(=O)c2ccc3ccccc3c2)c(C)o1,-6,1,-1.3,-6,-2,3,-10,/,0,1
CC(C)Cn1c(SCC(=O)N2CCCc3ccccc32)nc2ccccc2c1=O,-4,-7,2.2,-10,-4,2,-10,/,-1,5
O=C(CCCN=C1NS(=O)(=O)c2ccccc21)OCc1cc([N+](=O)[O-])cc2c1OCOC2,-1,1,-3.3,1,-2,3,-6,5,0,1
O=[N+]([O-])c1ccccc1N/N=C/c1ccccc1,10,2,-1.5,4,-1,1,-2,2,-3,1
Cc1ccc(S(=O)(=O)N(C)c2ccc(OCC(=O)OCc3ccc(C#N)cc3)cc2)cc1,2,-3,-0.5,8,1,-3,5,-17,-4,16
Cc1ccc(Nc2nc3c([nH]2)c(=O)n(C)c(=O)n3C)cc1,-4,3,-5.9,1,-2,-4,-2,4,5,0
CCc1nnc(NC(=O)CN2CCN(Cc3ccc(C)cc3)CC2)s1,-4,0,-1.1,-1,-4,1,5,6,3,-1
# Carrying on.
SMILES,Tn7 DDE FP,TCR CD3 inh,PG9 binder,mABHD4 FP,PRMT1 inh,LEDGF integ inh,TDP2 inh,HTRA1 inhibitor,SIAE inh,UHRF1 MBD2 ctr
Cc1c(C(=O)N2CC(C)OC(C)C2)[nH]c2ccc(Br)cc12 (centres undefined),-8,0,6.2,-6,-5,3,-11,-7,-10,2
CCOC(=O)Nc1c(Cl)n(C)c(=O)n(C)c1=O,-1,0,-1.6,-8,-1,0,4,-2,0,-1
COc1nccnc1NS(=O)(=O)c1ccc(NC(=S)NC(=O)c2ccc(F)c(F)c2)cc1,-13,0,0.1,11,-2,2,-1,4,2,-1
CC(=O)c1sc(NC(=O)c2cc(-c3ccccc3)nn2-c2ccccc2)nc1C,4,1,0.3,1,-1,0,2,8,-12,9
CCC1CCCCN1C(=O)c1cccc(S(=O)(=O)Nc2cc(C(F)(F)F)ccc2Cl)c1 (centres undefined),-8,1,-1.7,-4,1,1,-3,-13,1,1
Cc1ccc(C)c(CN2C(=O)CSc3ccc(C(=O)N4CCCC4)cc32)c1,1,7,-0.9,5,-4,4,4,1,0,-3
